MBD2 inh = inhibitors of human MBD2 binding to methylated oligonucleotide; Q9UBB5; TR-FRET; inhibition, % at 4.4 µM; 0.31% of 370,000 active; AID 686964; in the data active = inhibition above about 13%
PG9 binder = binds the HIV-1 gp120 antibody PG9; TR-FRET gp120-PG9 antibody binding; inhibition, % at 6.7 µM; 0.43% of 360,000 active; AID 624416; in the data active = inhibition above about 8.5%
TCR-CD3 inh = inhibitors of human TCR-CD3 interaction; TAMRA-labeled TCR probe fluorescence, biochemical; inhibition, % at 9.4 µM; 0.37% of 360,000 active; AID 651800; in the data active = inhibition above about 19%;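 also: recombinant mutant TCR 2C K166C tagged with TAMRA read by polarization; 0% = receptor in buffer alone and 100% = receptor with positive control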
PRMT1 FP inh = blocks human protein arginine methyltransferase 1. Q99873. recombinant PRMT1, activity-based probe fluorescence polarization. inhibition, % at 2.79 µM. 1.3% of 370,000 active. AID 652257;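 active = inhibition above about 21% made by adding two undisclosed values, limit read from the data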
rCAG binder = molecules binding r(CAG) RNA repeats; AID 651821; inhibition, % at 3 µM; 1.3% of 370,000 active; r(CAG) RNA repeat, TO-PRO-1 dye displacement fluorescence;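 active = inhibition above the plate cutoff, the mean of all test compounds on that plate plus 3 SD, cut at about 35% in these data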;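 also: 0% = DMSO alone and 100% = 100 µM mitoxantrone as full dye displacement; higher means more dye released from RNA so lower well fluorescence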
Rev-erbA mod = Rev-erb alpha (human) modulation; P20393; Rev-erbα–FITC-DNA binding, fluorescence polarization, 90 min; activity, % at 10 µM; 0.79% of 370,000 active;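 active = activity above about 14%, limit read from the data; passing the limit was not always enough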;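 also: 0% = DMSO wells with 35 nM protein and 100% = DMSO wells with 750 nM protein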
Target sequence (P20393 whole entry, looked up): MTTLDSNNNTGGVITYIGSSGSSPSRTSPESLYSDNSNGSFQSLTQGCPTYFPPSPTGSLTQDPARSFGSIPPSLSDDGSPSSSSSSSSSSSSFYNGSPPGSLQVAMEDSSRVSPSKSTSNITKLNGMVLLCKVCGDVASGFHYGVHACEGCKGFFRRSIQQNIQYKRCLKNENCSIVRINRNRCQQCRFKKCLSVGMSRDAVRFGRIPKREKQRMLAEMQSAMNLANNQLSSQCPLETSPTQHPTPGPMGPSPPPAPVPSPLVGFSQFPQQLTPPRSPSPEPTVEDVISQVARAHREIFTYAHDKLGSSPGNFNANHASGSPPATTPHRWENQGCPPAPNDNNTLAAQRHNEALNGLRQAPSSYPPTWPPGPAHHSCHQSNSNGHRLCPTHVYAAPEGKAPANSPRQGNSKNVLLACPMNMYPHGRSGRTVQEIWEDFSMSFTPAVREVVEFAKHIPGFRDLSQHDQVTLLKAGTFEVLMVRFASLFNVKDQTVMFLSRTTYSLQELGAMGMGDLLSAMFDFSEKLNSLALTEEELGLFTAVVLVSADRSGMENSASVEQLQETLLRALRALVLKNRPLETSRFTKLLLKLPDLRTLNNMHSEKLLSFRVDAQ
ABHD4 inh = inhibits mouse alpha/beta hydrolase domain 4; Q8VD66; purified mABHD4, FP-Rh probe fluorescence polarization; inhibition, % at 8.92 µM; 0.54% of 370,000 active;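 active = inhibition exceeding the mean over every tested compound plus 3 SD, cut at about 30% in these data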;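 also: 0% = plate median of compound wells and 100% = S159A mutant with DMSO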
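Assay system: mABHD4 protein; medium: HEPES pH 7.0, NaCl, Pluronic buffer; dosing: 8.92 µM, single dose; schedule: 45 min + 60 min at 25 °C; signal: FP readout, ex 525 nm / em 598 nm; read-out: normalized percent inhibition of probe labeling; repeats: single replicate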
UHRF1 MBD2 ctr = human UHRF1 methylated DNA binding inhibitors | Q96T88 | UHRF1 binding to methylated oligo, TR-FRET | inhibition, % at 4.4 µM | 0.75% of 370,000 active | AID 687016; in the data active = inhibition above about 21%;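 also: UHRF1 SRA domain binding a hemimethylated CpG hairpin DNA probe; 0% = median of test compound wells and 100% = reference inhibitor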
LEDGF integ inh = blocks HIV-1 LEDGF/p75-dependent DNA integration; 0.64% of 370,000 active; TR-FRET IN-LEDGF/p75 DNA integration, Eu/Cy5; AID 743269; inhibition, % at 3.7 µM;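 active = inhibition above the screen-wide mean plus 3 SD, cut at about 13% in these data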;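 also: signal is the Cy5 over europium emission ratio at 671 and 618 nm; 0% = plate median of compound wells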
HTRA1 inhibitor = inhibitors of human serine peptidase HTRA1. Q92743. recombinant HTRA1, FP-rhodamine activity-based probe, fluorescence polarization. inhibition, % at 5.96 µM. 0.5% of 340,000 active. AID 504803; in the data active = inhibition above about 36%;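 also: 0% = enzyme with DMSO and 100% = wells lacking enzyme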
Target sequence (Q92743 whole entry, looked up): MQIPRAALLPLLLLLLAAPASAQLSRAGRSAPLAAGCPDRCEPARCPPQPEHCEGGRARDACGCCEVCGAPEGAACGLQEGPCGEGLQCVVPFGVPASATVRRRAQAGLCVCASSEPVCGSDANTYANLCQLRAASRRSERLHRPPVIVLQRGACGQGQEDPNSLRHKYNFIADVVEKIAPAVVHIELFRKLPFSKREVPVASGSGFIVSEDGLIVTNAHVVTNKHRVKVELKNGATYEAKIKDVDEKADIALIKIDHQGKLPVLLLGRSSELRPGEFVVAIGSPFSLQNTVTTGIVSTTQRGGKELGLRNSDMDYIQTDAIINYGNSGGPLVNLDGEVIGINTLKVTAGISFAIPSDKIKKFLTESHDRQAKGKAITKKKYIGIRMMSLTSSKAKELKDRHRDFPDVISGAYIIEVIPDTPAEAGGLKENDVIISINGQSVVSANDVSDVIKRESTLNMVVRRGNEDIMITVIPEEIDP
* hit, by the source's call; / = not tested or not shown. These rows are one share of the data; count on the stated rates, not on these rows.

Under each structure: UHRF1 MBD2 ctr	PG9 binder	MBD2 inh	Rev-erbA mod	TCR-CD3 inh	PRMT1 FP inh	ABHD4 inh	LEDGF integ inh	rCAG binder	HTRA1 inhibitor
1) O=[N+]([O-])c1ccc(COc2ccccc2CN2CCCCC2)cc1
  -6	0.3	-8	1	6	7	4	0	0	5
2) CCc1cc2c(NCC3CCCO3)ncnc2s1 (stereo not drawn)
  -4	-0.1	-4	0	10	0	2	3	-3	1
3) CC(=O)c1ccc(S(=O)(=O)Nc2ccc(-c3ccc4nnc(C)n4n3)cc2)cc1
  1	-1.6	0	-7	2	5	1	0	10	5
4) O=C1C=C(Nc2ccc(Cl)cc2)CC(c2ccccc2)C1 (stereo not drawn)
  6	-0.2	3	7	-2	0	7	4	1	-20
5) CCC(=O)NNc1nc2c(Cl)cccc2s1
  2	1.8	0	5	-1	1	10	-4	-1	8
6) CC(C)(C)OC(=O)N1CCC(c2cc(=O)n3[nH]c(-c4ccc(Cl)cc4)cc3n2)CC1
  -2	-0.3	-6	2	-1	-8	-7	5	2	-5
7) CCOC(=O)c1c(C)c(C(=O)NCCc2ccccc2)c(C)n1C
  -1	0.9	-6	-3	5	0	-4	-2	-7	2
8) O=C1/C(=C/c2cccs2)SC(=S)N1c1ccccc1
  3	0.3	-2	5	-4	2	5	2	0	-2
9) CCCCc1nc2ccccc2c(C(=O)O)c1C
  -2	-4.0	0	-2	4	-3	4	1	-1	2
10) CC(C)(C)N1CC(C(=O)Nc2ccc(S(=O)(=O)N3CCCCC3)cc2)CC1=O (stereo not drawn)
  -1	0.5	-3	-4	5	-3	4	-3	0	2
11) CCN(C(=O)COC(=O)CNC(=O)c1ccc2ccccc2c1)c1c(N)n(Cc2ccccc2)c(=O)[nH]c1=O
  -1	-1.4	-1	4	2	1	0	1	3	5
12) O=C(O)c1cccc(N/N=C/c2cn(-c3ccccc3)nc2-c2cccs2)c1
  4	-1.9	5	1	-5	14	-11	-1	48*	-45
13) COc1ccc(C(CNC(=O)c2ccc(S(=O)(=O)N3CCCC3)cc2)N2CCOCC2)cc1 (stereo not drawn)
  2	0.1	-2	1	-8	3	6	0	-5	6
14) CC(=O)Nc1ccc(C(=O)N2CCc3cc4c(cc3C2C)OCCCO4)cc1 (stereo not drawn)
  0	-0.6	2	-3	6	-4	-3	-1	-6	-9
15) CC(C)n1nc(C(=O)Nc2cccc(S(=O)(=O)N3CCCCC3)c2)c2ccccc2c1=O
  3	-1.9	2	-7	0	-5	2	2	2	-16
16) COc1ccc(OCCNC(=O)c2ccc(C)cc2)cc1
  0	-1.2	1	4	3	-4	-4	-2	0	-1
17) C[C@@H]1CN([C@H](C)CO)C(=O)CCCn2nncc2CO[C@H]1CN(C)Cc1ccccc1C(F)(F)F
  1	-0.8	-2	5	4	-3	-7	-11	0	-4
18) CCCC1=Nc2cc(C(=O)N3CCN(c4ccccn4)CC3)ccc2Sc2ccc(C)cc21
  1	0.2	1	-5	-11	2	7	-2	7	-69
19) CCOC(=O)C1CCN(Cc2ccc(OC)c(OCc3ccccc3)c2)CC1
  1	-0.5	3	7	-8	-2	10	-7	-4	7
20) COc1ccc(CNC(=O)c2ccc(CS(=O)(=O)c3ccc(C)cc3)o2)cc1
  0	-2.3	6	-4	-11	6	4	-5	-3	2
21) CCOc1ccc(S(=O)(=O)N2CCCC(C(=O)N3CCN(CC)CC3)C2)cc1Cl (stereo not drawn)
  1	-2.5	-4	-4	-6	-4	-1	2	0	1
22) c1ccc(-c2cc3ncccc3cn2)cc1
  1	-0.3	-8	-2	4	3	0	-2	1	-5
23) O=C1c2ccncc2C(=O)N1C1CCCCC1
  3	-1.6	2	-3	-4	4	-1	5	1	-2
24) CC1CCCCN1C(=O)c1ccc(C(=O)Nc2ccc(F)cc2)cc1 (stereo not drawn)
  -2	0.1	-2	1	3	-4	-4	0	-6	-12
25) COc1cccc(S(=O)(=O)Nc2cccc(C(=O)N3CCCCCC3)c2)c1
  1	3.4	-3	-7	4	-1	7	-1	-2	-2
26) O=C(NCc1ccc(N2CCCC2=O)cc1)c1cnccn1
  3	2.7	4	-6	-2	3	0	1	-2	-2
27) COc1ccc(OC)c(NC(=O)COC(=O)c2c3c(nc4ccccc24)CCCC3)c1
  3	0.7	-2	1	-7	0	12	-2	4	-25
28) O=C(Nc1ccc(-c2csc(Nc3ccc(Cl)cc3)n2)cc1)c1ccccc1
  0	0.1	5	-3	1	-2	-5	1	5	-14
29) CCOC(=O)[C@]12CCCCC/C=C\1N(CCc1ccc(Cl)cc1)C(=O)[C@H]2CC(=O)N1CCSCC1
  1	/	2	-1	/	-3	-4	-1	1	/
30) CCOC(=O)N1CCN(C(=O)C2CCN(S(C)(=O)=O)CC2)CC1
  -2	0.4	1	-4	-2	0	4	-5	0	-3
31) c1coc(-c2nc3ccccc3nc2-c2ccco2)c1
  53*	-0.2	6	/	34*	42*	62*	48*	52*	52*
32) COc1ccc(-c2cn3c4c(sc3n2)CCCC4)cc1
  -2	1.6	-5	-2	3	-1	7	-1	1	-15
33) O=C(Nc1ccccc1N1CCN(C(=O)c2ccc(Cl)cc2)CC1)c1cc(Br)ccc1Cl
  -2	-1.8	-7	2	3	-3	-9	6	2	-20
34) O=C(CS(=O)(=O)Cc1ccccc1)N1CCN(c2ccccc2F)CC1
  0	-2.0	3	0	0	0	7	2	0	1
35) CCC(CO)(CO)N(CC(=O)Nc1ccc(OC)cc1)CC(=O)Nc1ccc(OC)cc1
  3	-2.0	-3	7	1	3	2	-3	-1	2
36) O=C(NCc1ccccc1)C1CCN(S(=O)(=O)c2cc([N+](=O)[O-])ccc2Cl)CC1
  -1	-3.2	4	3	6	1	3	-1	1	3
37) Cc1cc(C)nc(SCC(=O)Nc2ccc3c(c2)OCO3)n1
  0	-2.5	-2	-12	-10	1	5	-5	-4	4
38) NC(=O)c1c(NC(=O)c2ccc(N3C(=O)CCC3=O)cc2)sc2c1CCCC2
  0	-0.4	1	-1	-6	11	1	-2	18	-5
39) CC(C)CNC(=O)c1cc(-c2ccco2)on1
  -1	-2.0	0	-4	1	-1	2	-1	-4	-3
40) Cc1ccc(O)c(C(=O)c2cnc3c(c2)CN(C)C(=O)N3)c1
  1	-1.0	-2	5	0	0	-6	-3	5	-11
41) S=C(Nc1ccc(-c2nc3ccccc3[nH]2)cc1)Nc1cccnc1
  -5	-0.8	-4	4	-1	-1	-2	2	9	-5
42) CCCCN(C(=O)CCC(=O)Nc1cc(C)on1)C(C(=O)NC1CCCC1)c1cccc(OC)c1 (stereo not drawn)
  0	-0.2	5	-1	-5	5	-3	0	-5	4
43) O=[N+]([O-])c1ccc(OCCCn2cncn2)cc1
  7	-0.5	-2	3	0	-6	-2	-3	-2	8
44) COC(=O)CN(c1ccccc1)S(=O)(=O)c1ccccc1
  3	-1.5	9	-1	1	7	-14	-2	-5	-2
45) CC(=O)N1C[C@H]2CON(C)[C@H]2C[C@H]1c1cccc(-c2ccc(C#N)cc2)c1
  5	-2.2	8	-3	-9	9	0	-2	1	4
46) CCn1c(SCC(=O)C(C)(C)C)nnc1-c1ccccc1OC
  1	-0.5	-1	4	-2	2	1	0	-11	4
47) O=C(Nc1nnc(-c2ccncc2)o1)c1ccccc1
  -4	-0.5	-4	-1	1	-5	0	2	1	-1
48) CC(=O)c1cccc(NC(=O)N2CCCC2C(=O)Nc2cccc(C)c2)c1 (stereo not drawn)
  21*	0.4	9	2	-6	1	11	1	-3	3
49) COc1ccc(NC(=O)C2CCN(S(=O)(=O)c3ccc(N4CCCC4=O)cc3)CC2)cc1OC
  -1	-1.0	-5	-5	-3	1	-3	2	-1	5
50) O=C(Nc1ccccn1)NC1CCS(=O)(=O)C1 (stereo not drawn)
  0	-1.0	-5	1	0	1	-7	5	-1	6
51) Cc1cc(=O)[nH]c(N2CCCCC2)n1
  11	1.4	2	-1	-2	1	7	-3	0	-1
52) Cc1csc(SCC(=O)N2CCN(S(=O)(=O)c3ccc(Cl)cc3)CC2)n1
  4	2.6	1	-3	-3	3	0	-2	-5	6
53) Cc1cccc(OCCNc2cc(N3CCN(C)CC3)ccc2[N+](=O)[O-])c1
  -5	1.4	1	8	0	-1	0	-1	1	-36
54) CCOC(=O)c1c(CSc2cccs2)n(C)c2cc(Br)c(O)c(CN(C)C)c12
  3	-3.3	2	0	1	7	29	3	4	-9
55) CC1(C(=O)NCc2ccccc2)CCC(=O)N1C1CC1 (stereo not drawn)
  -1	-1.6	-3	3	6	0	-2	0	1	/
56) COCc1ccc(C(=O)N2CCCC(N3CCN(c4ccc(F)cc4)CC3)C2)o1 (stereo not drawn)
  -1	1.3	-5	-2	-7	-5	-14	2	-4	5
57) CCCc1nn(C)c(C(=O)Nc2cccc(C)c2)c1Cl
  2	-1.2	10	1	4	2	6	1	-8	-17
58) CCOC(=O)c1cnc2cc(-c3ccc(Br)cc3)nn2c1C
  -5	9.4*	0	18*	-1	-2	-2	8	-1	3
59) CCOC1=C2CN(S(=O)(=O)c3ccc(C)cc3)[C@H](c3ccccc3)C[C@@H]2N(S(=O)(=O)c2ccc(C)cc2)[C@H](c2cccs2)C1
  -1	1.1	-11	2	2	-6	1	0	5	/
60) N/C(=N\OC(=O)COc1ccc(Br)cc1Cl)c1ccccn1
  -3	-3.5	6	-1	7	-3	-23	3	-1	-9

Limited to TCR-CD3 inh and HTRA1 inhibitor, for some of the entries so far:
entry	canonical_smiles	TCR-CD3 inh	HTRA1 inhibitor
51	Cc1cc(=O)[nH]c(N2CCCCC2)n1	-2	-1
52	Cc1csc(SCC(=O)N2CCN(S(=O)(=O)c3ccc(Cl)cc3)CC2)n1	-3	6
53	Cc1cccc(OCCNc2cc(N3CCN(C)CC3)ccc2[N+](=O)[O-])c1	0	-36

(next part)
Under each structure: UHRF1 MBD2 ctr	PG9 binder	MBD2 inh	Rev-erbA mod	TCR-CD3 inh	PRMT1 FP inh	ABHD4 inh	LEDGF integ inh	rCAG binder	HTRA1 inhibitor
61) Cc1cc(C)nc(NCC(O)CNc2ccccc2C)n1 (stereo not drawn)
  6	0.4	9	-2	-3	9	-12	-4	-2	1
62) O=C(Nc1ccc2c(c1)CCCN2C(=O)c1cccs1)c1c(F)cccc1Cl
  1	-0.1	12	10	-8	5	-26	-9	1	-34
63) O=C(Nc1ccccc1)N1CCC(n2c(=O)[nH]c3ccccc32)CC1
  0	0.5	-2	4	6	-2	0	0	2	-3
64) COc1ccc(N2C(=O)C3ON(C4SC(=S)N(C)C4(C)C)C(c4ccc([N+](=O)[O-])cc4)C3C2=O)cc1 (stereo not drawn)
  1	-2.3	-3	1	2	-3	-9	-2	4	-3
65) Nc1nc(CN2CCC(Cc3ccccc3)CC2)nc(Nc2ccccc2)n1
  2	0.6	-3	-5	4	-4	-1	6	-9	-8
66) CC(C)CCNC(=O)c1ccc(CS(=O)(=O)Cc2ccccc2F)o1
  -2	0.4	-4	-2	4	3	-3	0	0	9
67) CCOc1ccccc1OCC(=O)Nc1nc2ccccc2[nH]1
  0	1.6	-2	8	-1	-1	4	2	-3	-2
68) Cc1ccc(NC(=O)C2CCCN(c3ncccn3)C2)cc1C (stereo not drawn)
  0	-4.7	0	-2	4	-5	-5	-2	-1	7
69) COCCNc1ncnc2c1ncn2[C@H]1CN(Cc2ccc(-c3ccccc3)cc2)C[C@@H](CO)O1
  -1	0.3	4	1	-3	-1	-4	5	2	/
